# Compound activity from PubChem BioAssay.
# Dynein transport: inhibitors of GR-EGFP nuclear translocation, primary screen, dynein cargo transport inhibitor project, imaging, high-content, 3617.4 mouse cells. AID 1381, 2008. 220,000 tested, 0.47% active. z-score, hits read low. test concentration mostly 20 µM; stimulated with dexamethasone, 1 µM; stronger effect = lower value;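 active = plate z-score of nuclear minus cytoplasmic receptor signal below a set negative limit, without overly bright fluorescence or cell loss, cut at about -3.5 in these data, passing the limit was not always enough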;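 also: z-score of nuclear minus cytoplasmic ring GR-EGFP intensity difference per well; some compounds called inactive have numbers as strong as hits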
#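 Also added: dexamethasone, 1.0 µM final. Medium: tet-free, stripped-serum medium. Detection: fixed, Hoechst-stained cells imaged at 10x for EGFP. Read-out: nuclear-to-cytoplasmic GR-EGFP distribution per well. Times: induction 48 h, compound 1 h, agonist 30 min.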
# Autophagy mod: autophagy modulators in MEF cells, primary screen, imaging, high-content, MEF GFP-LC3; calls only at 10 µM (by protocol); 190,000 tested, 0.98% active; AID 463193, 2010; MEF GFP-LC3 puncta imaging; test concentration mostly 10 µM;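 active = percentage of spot-positive cells more than 3 SD above its plate mean, without a fluorescence outlier flag or 80% toxicity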;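 also: spot-positive cell cutoff set from DMSO-treated cells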
# MT stabilizer: microtubule stabilizers in HeLa cells, primary screen, imaging, high-content imaging | 200,000 tested, 0.83% active | HeLa tubulin immunostaining HCS, 24 h; share of cells brighter than vehicle mean+2SD | % tubulin-high responders, % at 10 µM;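 active = plate Z-score above 3 for both tubulin-high and condensed-nucleus cell shares, with cell loss under 80%, at 10 µM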;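 also: anti alpha tubulin signal scored within the nucleus-defined area of each cell; some results filed as inactive read as strong as hits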
# Hep lipid drop: inhibitors of hepatocyte lipid droplet formation, primary screen, imaging, high-throughput imaging, BODIPY stain; AML12 mouse hepatocytes, oleate lipid droplets; inhibition, % at 6.5 µM; 240,000 tested, 0.4% active;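 active = lipid droplet intensity inhibited by at least 50%, with more than 500 cells counted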
#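 Assay system: AML12 mouse liver cells | Compound: 6.5 µM single-point dosing | Schedule: Overnight exposure | Technique: Fluorescence imaging, 20x objective, two fields per well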
# T cell HTS: modulators of CD8 T cell-vesicle binding, primary screen, mouse 2C CD8+ T cells, flow cytometry; 2C CD8+ T cell-vesicle binding; stronger effect = lower value; calls only at 7 µM; 330,000 tested, 0.068% active;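 active = response, share of CD8 T cells binding vesicles, and their 90th percentile fluorescence all below set limits, cut at about 80% in these data, passing the limit was not always enough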
#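 Read-out – percent CD8+ FL2 mean versus row control · System – murine 2C transgenic CD8+ T lymphocytes · Times – 1.5 h cell–vesicle binding at 37 °C, then 20 min icy labelling · Control set – naked vesicles low, QL9 vesicles with vehicle high · Detection – cytometric PE anti-B7-1 and Alexa647 anti-CD8 signals after 1% paraformaldehyde fixation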
# PhoP inhibition: inhibitors of PhoP regulon expression, primary screen, Salmonella Typhimurium, GFP reporter (AID 1863). S. Typhimurium PhoP-regulated promoter GFP reporter, 4 h; higher % means a stronger effect. inhibition, % at 50 µM, or IC50 in µM where a hit was titrated. 300,000 tested, 0.16% active;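 active = inhibition over 29.93%, a cutoff 3 SD above the screen mean, later confirmed by dose response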;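 also: 0% = low Mg2+ inducing control and 100% = high Mg2+ repressing control; strong numbers were not always called active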
# CSM14.1 death rescue: rescue of cells from ER stress-induced death, primary screen, 384-well, CSM14.1, thapsigargin, ATP luminescence (AID 1222); CSM14.1 thapsigargin-induced death rescue, ATP luminescence; higher % means a stronger effect; cellular ATP content (survival), % at 20 µM, or EC50 in µM where a hit was titrated; 190,000 tested, under 10 active;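 active = EC50 below 50 µM in the dose-response confirmation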;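 also: death triggered by thapsigargin at about 15 µM added after 2 h compound pretreatment; cell ATP read after overnight thapsigargin exposure of roughly 18 to 22 hours; normalized against plate controls of thapsigargin alone and 5% DMSO vehicle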
# Insulin prom up: insulin promoter activators in MIN6 cells, imaging, high-content screening, mouse beta cells. MIN6 insulin promoter-GFP reporter; stronger effect = higher value. z-score at 5 µM. 190,000 tested, 0.3% active. AID 1625, 2009;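 active = z-score above 3 at 5 µM with at least 500 cells counted in the well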
# b-catenin transl: modulators of beta-catenin nuclear translocation, primary screen, imaging, HeLa cells, immunofluorescence, high-content. 190,000 tested, 0.3% active. nuclear translocation activity, % at 5 µM;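 active = nuclear translocation activity above 50% at 5 µM, with a well cell count of 50 or more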;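 also: per-cell ratio of nuclear to cytoplasmic median beta-catenin stain intensity; plate controls were DMSO negative control for no effect and GSK-3 inhibitor IX positive control for full effect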
#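 Test system: HeLa cells, endogenous beta-catenin; Compound: single 5 µM dose plus 0.02–20 µM confirmation series; Times: compound exposure 24 h at 37°C; Signal: fluorescence imaging of beta-catenin antibody stain plus DAPI; Read-out: % activation, nuclear-to-cytoplasmic median beta-catenin signal ratio per cell.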
# Dynein transport cytoplasmic EGFP: also measured in Dynein transport; calls as there; z-score; measured here: cytoplasmic GR-EGFP intensity; stronger effect = higher value
# Dynein transport nuclear GR-EGFP: also measured in Dynein transport; calls as there; z-score; measured here: nuclear GR-EGFP intensity;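 lower value marks the stronger effect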
# Dynein transport cell count: second read-out of Dynein transport, no call of its own (marks repeat the call); z-score; measured here: cell count per field
# Insulin prom up cell count: also measured in Insulin prom up; calls as there; cell count; measured here: cytotoxicity, nuclei count;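 total cells summed across four imaged fields per well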
# Hep lipid drop cells 6.5 µM: recorded beside Hep lipid drop, whose call it bears; cell count; measured here: cell count, cytotoxicity flag;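 cells counted across two imaged fields per well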
# b-catenin transl cell count 5 µM: recorded beside b-catenin transl, whose call it bears; cell count; measured here: cell count, cytotoxicity flag
# T cell HTS vesicle-bound %: recorded beside T cell HTS, whose call it bears; double positive events, %; measured here: CD8+ vesicle-bound cell fraction;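 binding gate set so that unloaded-vesicle control wells show 10% double positive cells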
# MT stabilizer Hoechst-high %: second read-out of MT stabilizer, no call of its own (marks repeat the call); % Hoechst-high responders; measured here: nuclear condensation Hoechst responders;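 share of cells brighter than vehicle mean plus two SD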
# MT stabilizer cytotoxicity %: also measured in MT stabilizer; calls as there; toxicity, %; measured here: cytotoxicity by cell density;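 0% = mean cell density of plate MIN control wells and 100% = no cells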
# Autophagy mod cell loss 18 h: recorded beside Autophagy mod, whose call it bears; toxicity, %; measured here: cell loss, nuclei count;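 cell loss after 18 h compound exposure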
# Starred values were filed as active, the others as inactive; i = inactive; nt = no result given. The order is random, and some 3% of all compounds hit somewhere here.
SMILES,Dynein transport,Dynein transport cytoplasmic EGFP,Dynein transport nuclear GR-EGFP,Dynein transport cell count,Autophagy mod,Autophagy mod cell loss 18 h,MT stabilizer,MT stabilizer Hoechst-high %,MT stabilizer cytotoxicity %,Hep lipid drop,Hep lipid drop cells 6.5 µM,T cell HTS,T cell HTS vesicle-bound %,PhoP inhibition,CSM14.1 death rescue,Insulin prom up,Insulin prom up cell count,b-catenin transl,b-catenin transl cell count 5 µM
Cc1cccc(NC(=O)c2cccc3c2-c2ccccc2C3=O)n1,-0.37,0.024,0.052,0.89,i,-14,1.7,0.8,3.5,26,686,i,30,-8%,-0.3%,0.12,1556,0.0,1110
CCO[C@@H]1OC(C(=O)N2CCN(Cc3ccc4c(c3)OCO4)CC2)=C[C@H](c2ccc(Br)cc2)[C@H]1CCCO,-1,-0.26,-0.28,0.69,i,8,2.4,1.5,9.8,-2,689,i,20,-2%,8.9%,-1.2,1389,-1.6,1171
Cc1ccc(NC(=S)N2CCN(CCN3C(=O)c4cccc5cccc(c45)C3=O)CC2)cc1,0.46,-0.19,0.072,0.28,i,6,3.0,0.6,7.1,nt,nt,i,46,-2%,-0.7%,-0.24,1362,-0.3,1418
Cc1cc(C)cc(-n2c(C)cc(/C=C3\C(=N)N4N=C(CC(C)C)SC4=NC3=O)c2C)c1,0.046,-0.039,-0.12,0.64,i,20,5.8,2.0,11,-17,459,i,6,-7%,3.7%,nt,nt,-1.4,978
NNc1ccccc1C(F)(F)F,-0.28,-0.3,0.11,0.53,i,2,7.0,1.5,6.3,4,687,nt,nt,2%,-0.1%,-0.23,1340,-2.4,1111
O=C(CNC(=O)c1ccc2c(c1)OCCO2)N/N=C/c1ccco1,-0.79,-0.25,-0.38,0.32,nt,nt,nt,nt,nt,9,679,i,32,-9%,nt,-0.11,1158,0.7,1274
Cc1sc2ncnc(SCC(=O)c3ccc4c(c3)OCCO4)c2c1-c1ccccc1,0.55,-0.13,0.09,-0.55,i,-1,3.4,2.3,7.4,-91,629,i,44,-11%,-1.0%,0.16,1259,-1.3,905
COc1cc(NC(=O)COC(=O)Cc2ccc(-c3ccccc3)cc2)cc(OC)c1,0.085,-0.28,0.22,-0.55,i,-4,1.7,2.9,6.9,19,601,i,58,-16%,-0.4%,0.47,1049,nt,nt
CCn1c(=O)cc(OCC(=O)NCCCN2CCC(C)CC2)c2ccccc21,-0.23,0.025,0.19,0.4,i,0,0.8,2.2,6.9,-2,793,i,39,0%,-0.4%,-0.36,920,nt,nt
CC(C)N1CCN(Cc2nc(-c3ccccc3)cs2)CC1CCO (stereo unspecified),-0.26,-0.11,0.0091,0.58,i,-14,2.2,1.9,6.4,-11,682,i,53,-6%,0.3%,0.25,1376,0.1,1184
CCOC(=O)Nc1sc(NS(=O)(=O)c2ccccc2)nc1C,-0.42,-0.27,-0.2,0.83,i,-11,2.8,2.3,8.5,nt,nt,i,52,-13%,2.2%,nt,nt,-6.2,1004
NC(=O)N/N=C/c1cc(Br)ccc1OC(=O)c1ccccc1,-0.77,-0.28,-0.46,0.47,i,-5,2.9,2.0,3.7,-14,654,i,62,-14%,0.8%,-0.73,1187,nt,nt
COc1ccc2c(c1OC)C[N+]1([O-])CCc3cc4c(cc3C1C2)OCO4 (stereo unspecified),-0.071,-0.69,0.0088,0.11,nt,nt,nt,nt,nt,40,707,i,42,1%,nt,0.31,739,0.0,1108
Cc1ccc(CSc2nnc(CCCCCNC(=O)OC(C)(C)C)o2)cc1,-0.25,-0.2,0.19,-0.3,nt,nt,nt,nt,nt,-19,742,i,48,-10%,nt,-0.62,1095,-1.0,1313
Cc1cccc(Nc2nnc(SCc3cn4ccsc4n3)s2)c1,2.9,-0.13,1.2,-1.4,i,11,1.8,2.4,5.3,nt,nt,i,51,24%,1.7%,0.5,1092,1.2,868
COc1ccccc1Oc1ccc(S(=O)(=O)NCc2ccccn2)cc1,-1.5,-0.18,-0.56,0.56,i,13,1.3,0.6,27,-41,667,i,43,-2%,nt,-0.63,1086,nt,nt
COc1ccc(OCCn2c(C)c(/C=N/n3cnnc3)c3ccccc32)cc1,0.49,-0.21,-0.39,0.71,i,-6,2.7,2.0,5.8,nt,nt,i,41,-4%,0.0%,1.1,1727,0.9,1384
COc1ccc(Cl)cc1C(=O)NCCc1ccc(S(=O)(=O)NC(=O)NC2CCCCC2)cc1,0.012,-0.12,0.49,0.57,i,12,6.5,2.6,6.4,-5,742,nt,nt,-3%,-1.9%,nt,nt,nt,nt
CCCC(=O)NNC(=O)c1ccoc1C,2.2,-0.14,0.72,-1.5,i,-6,5.0,2.1,0.6,-2,704,i,5,19%,0.8%,-0.08,970,0.6,511
COc1cc(C)c(Cl)cc1S(=O)(=O)NCc1ccncc1,-0.13,-0.28,-0.27,0.35,i,0,3.1,3.3,5.4,0,693,nt,nt,8%,-0.6%,-4.9,654,0.2,893
CN(CCn1ccnc1)Cc1cn(Cc2ccccc2)nc1-c1ccc2c(c1)OCO2,-0.79,-0.23,-0.45,0.6,nt,nt,nt,nt,nt,-14,734,i,14,-9%,nt,-0.43,1079,0.6,1330
O=[N+]([O-])c1ncn(Cc2c(Cl)cccc2Cl)n1,-0.79,-0.29,-0.58,0.69,i,-11,2.4,1.5,12,0,626,nt,nt,-12%,-2.0%,nt,nt,-0.3,908
Cc1cc(C)cc(OC(=O)C23CCC(C)(C(=O)O2)C3(C)C)c1 (stereo unspecified),-0.63,-0.32,-0.19,1.1,i,14,4.5,1.7,5.4,10,671,i,52,-9%,-0.5%,-0.11,1580,-5.5,1099
COc1ccc(C(C)(C)C)cc1NC(=O)Nc1ccc2c(c1)OCO2,-0.29,-0.14,0.14,0.75,i,5,1.7,2.0,12,-4,729,i,33,6%,-2.6%,nt,nt,-2.2,1180
COC(=O)C1C(=O)CC(C)(O)C(C(=O)OC)C1c1ccccc1F (stereo unspecified),0.29,-0.26,0.079,-0.68,i,0,3.4,2.6,5.8,-4,606,i,18,2%,-0.6%,0.05,2059,-1.7,1070

# Next section (two carried over from the part before).
SMILES,Dynein transport,Dynein transport cytoplasmic EGFP,Dynein transport nuclear GR-EGFP,Dynein transport cell count,Autophagy mod,Autophagy mod cell loss 18 h,MT stabilizer,MT stabilizer Hoechst-high %,MT stabilizer cytotoxicity %,Hep lipid drop,Hep lipid drop cells 6.5 µM,T cell HTS,T cell HTS vesicle-bound %,PhoP inhibition,CSM14.1 death rescue,Insulin prom up,Insulin prom up cell count,b-catenin transl,b-catenin transl cell count 5 µM
COc1ccc(C(C)(C)C)cc1NC(=O)Nc1ccc2c(c1)OCO2,-0.29,-0.14,0.14,0.75,i,5,1.7,2.0,12,-4,729,i,33,6%,-2.6%,nt,nt,-2.2,1180
COC(=O)C1C(=O)CC(C)(O)C(C(=O)OC)C1c1ccccc1F (stereo unspecified),0.29,-0.26,0.079,-0.68,i,0,3.4,2.6,5.8,-4,606,i,18,2%,-0.6%,0.05,2059,-1.7,1070
Cc1cc2c(c(=O)n1CC1CCCO1)C(c1ccc3c(c1)OCO3)C(C#N)=C(N)O2 (stereo unspecified),-0.95,-0.49,-0.38,0.26,i,5,3.5,2.8,6.1,27,748,i,60,2%,0.5%,nt,nt,-5.6,1177
Cc1cccc(OCc2nnc(SCC(=O)OC3CCCCC3)o2)c1,-1.4,-0.22,-0.64,1,i,12,1.9,2.5,13,nt,nt,i,35,-6%,-1.2%,-0.42,1091,-10,1004
CC(=O)Nc1nnc(SCC(=O)N2CCN(Cc3ccccc3)CC2)s1,2.1,-0.11,2,-2.2,i,1,6.7,1.9,3.8,17,728,i,32,-1%,-0.9%,nt,nt,4.0,383
O=C(Nc1ccc2[nH]c(=O)[nH]c2c1)c1ccc(Cl)c(Cl)c1,-1.2,-0.27,0.01,1.5,i,0,7.0,1.5,5.8,39,693,i,38,-2%,-0.5%,0.14,1282,-1.5,1003
CCOC(=O)C1=C(C)OC(N)=C(C#N)C1c1ccc(OC)c(C)c1OC (stereo unspecified),-0.19,-0.044,0.17,-1,i,7,2.6,1.8,1.2,4,717,i,36,7%,-0.9%,-0.06,1291,-8.1,1123
CC1(C)Cc2ccccc2C(NN=C2CCCC2)=N1,-0.28,-0.33,-0.44,0.45,i,-18,3.1,1.7,9.3,-21,725,i,56,7%,-1.1%,-0.2,1414,0.9,1439
CCCC(=O)N1CCN(C2=NS(=O)(=O)c3ccccc32)CC1,-0.24,-0.27,0.53,0.15,i,-11,2.6,1.9,3.6,nt,nt,i,48,7%,-2.1%,nt,nt,-4.1,820
CCC1=Nc2cc(C(=O)NCC3CCCO3)ccc2Sc2ccc(Cl)cc21 (stereo unspecified),-0.076,-0.21,0.34,0.56,nt,nt,nt,nt,nt,3,700,i,26,-3%,nt,-0.88,790,6.9,1074
O=C(NC1CC1)c1ccc(C2SCC(=O)N2Cc2ccccc2)cc1 (stereo unspecified),0.69,-0.33,0.25,0.44,i,29,2.4,1.3,4.1,-11,682,i,34,4%,-0.1%,0.28,1313,-0.4,1140
